TAAR1 ag – human TAAR1 agonists, primary screen, Fluo-8 calcium fluorescence, CHO RD-HGA16 cells. AID 624467, 2012. activation, % at 3 µM. Trace amine-associated receptor 1 (Homo sapiens), Q96RJ0. vehicle wells 0%, saturating PEA agonist 100%. 360,000 compounds, 0.99% hits;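 active = activation above the mean activation of all test compounds in the run plus 3 SD, cut at about 38% in these data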
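Signal – calcium-sensitive Fluo-8 signal, excitation 470-495, emission 515-575 nm · System – RD-HGA16 (CHO) cells co-expressing Gα16 and hTAAR1 · Incubation – 17-24 h seeding, 75 min 37 °C dye, 30 min RT · Compound dosing – 3 µM single concentration · Repeats – no replicates (n 1)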
M5 antag – human M5 muscarinic receptor antagonists, primary screen, CHO cells, Fluo-8 calcium fluorescence | AID 624040, 2012 | 360,000 compounds, 0.59% hits | CHO-hM5 cells, ACh EC80 | inhibition, % at 3 µM | Muscarinic acetylcholine receptor M5 (Homo sapiens), P08912;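 active = inhibition above a per-plate cutoff, the mean of that plate's test compounds plus 3 SD, cut at about 27% in these data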;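 note: 0% = acetylcholine EC80 with DMSO and 100% = DMSO without agonist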
Target sequence (P08912 whole entry, looked up): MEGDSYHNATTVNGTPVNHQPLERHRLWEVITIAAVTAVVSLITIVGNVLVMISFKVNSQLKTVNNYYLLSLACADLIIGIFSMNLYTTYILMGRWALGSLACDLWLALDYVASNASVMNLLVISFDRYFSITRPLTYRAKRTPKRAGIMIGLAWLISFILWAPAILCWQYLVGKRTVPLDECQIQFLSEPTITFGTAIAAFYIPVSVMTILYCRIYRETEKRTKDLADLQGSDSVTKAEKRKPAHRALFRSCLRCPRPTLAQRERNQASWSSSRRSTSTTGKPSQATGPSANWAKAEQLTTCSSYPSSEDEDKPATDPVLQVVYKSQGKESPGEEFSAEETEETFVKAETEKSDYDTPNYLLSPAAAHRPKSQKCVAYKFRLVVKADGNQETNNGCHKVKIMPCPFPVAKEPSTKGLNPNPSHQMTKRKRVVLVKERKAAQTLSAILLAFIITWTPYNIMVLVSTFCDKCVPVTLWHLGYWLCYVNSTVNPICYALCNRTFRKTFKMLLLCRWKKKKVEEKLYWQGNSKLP
M4 antag – human M4 muscarinic receptor antagonists, primary screen, CHO cells, Fluo-8 calcium fluorescence; Muscarinic acetylcholine receptor M4 (Homo sapiens), P08173; CHO-hM4 cells, ACh EC80; inhibition, % at 3 µM; 360,000 compounds, 0.73% hits; AID 624125, 2012;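 active = inhibition above its plate's cutoff, the mean inhibition of sample wells plus 3 SD, cut at about 27% in these data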;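 note: 0% = acetylcholine EC80 with DMSO and 100% = DMSO without agonist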
M4 ag – human M4 muscarinic receptor agonists, primary screen, CHO-K1 cells, Fluo-8 calcium fluorescence; Muscarinic acetylcholine receptor M4 (Homo sapiens), P08173; CHO-K1 hM4/Gqi5; vehicle 0%, full acetylcholine response 100%; activation, % at 3 µM; 360,000 compounds, 0.14% hits;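 active = activation above the run mean over all test wells plus 3 SD, cut at about 32% in these data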;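 note: peak over basal fluorescence ratio per well then scaled between controls; 0% = DMSO wells and 100% = acetylcholine at EC100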
CHRM5 PAM – human M5 muscarinic receptor positive allosteric modulators, primary screen, CHO-K1 cells, Fluo-8 calcium fluorescence. Muscarinic acetylcholine receptor M5 (Homo sapiens), P08912. CHO-K1 hM5, ACh EC20 PAM; 0% = ACh EC20, 100% = ACh EC100. activation, % at 3 µM. 360,000 compounds, 0.3% hits. AID 624038, 2012;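 active = activation above the run cutoff, the mean activation of all test compounds plus 3 SD, cut at about 18% in these data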
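system = human M5 receptor in CHO-K1 cells | compound = one concentration, 3 µM final (nominal) | schedule = Post-acetylcholine fluorescence recording 140 s | signal = Fluo-8 calcium dye fluorescence, kinetic read | benchmarks = low control EC20 acetylcholine (0%), high control EC100 acetylcholine (100%) | repeats = singlicate, one well per test compound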
CHRM1 agonist – human M1 muscarinic receptor agonists, primary screen, Fluo-8 calcium fluorescence, CHO-K1 cells, HTS | Muscarinic acetylcholine receptor M1 (Homo sapiens), P11229 | CHO-K1 hM1, agonist mode; 0% DMSO, 100% acetylcholine EC100 | activation, % at 3 µM | 360,000 compounds, 0.33% hits;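 active = activation above the run's mean compound activation plus 3 SD, cut at about 16% in these data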;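 note: peak over basal fluorescence ratio within a 140 s kinetic read after compound addition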
Target sequence (P11229 whole entry, looked up): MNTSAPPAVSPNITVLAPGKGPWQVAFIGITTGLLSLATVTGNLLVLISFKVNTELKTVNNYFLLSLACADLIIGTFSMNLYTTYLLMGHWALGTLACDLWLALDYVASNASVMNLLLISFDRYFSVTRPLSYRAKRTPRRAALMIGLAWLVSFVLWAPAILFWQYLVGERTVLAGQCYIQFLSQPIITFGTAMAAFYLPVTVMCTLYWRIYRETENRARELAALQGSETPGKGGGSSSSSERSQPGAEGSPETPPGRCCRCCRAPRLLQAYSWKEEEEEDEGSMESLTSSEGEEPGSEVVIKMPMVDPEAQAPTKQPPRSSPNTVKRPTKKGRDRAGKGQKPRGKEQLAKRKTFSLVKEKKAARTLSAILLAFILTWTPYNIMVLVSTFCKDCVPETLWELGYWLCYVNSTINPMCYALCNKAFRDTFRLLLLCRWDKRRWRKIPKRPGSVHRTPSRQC
M1 antag – human M1 muscarinic receptor antagonists, primary screen, CHO-K1 cells, Fluo-8 calcium fluorescence, 1536-well. Muscarinic acetylcholine receptor M1 (Homo sapiens), P11229. CHO-K1 hM1, ACh EC80 antagonist. inhibition, % at 3 µM. 360,000 compounds, 1.3% hits. AID 588852, 2011;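 active = percent inhibition above its own plate's cutoff, namely the mean of that plate's compound wells plus 3 SD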;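 note: peak over basal fluorescence ratio during 140 s after agonist addition; 0% = ACh EC80 plus DMSO and 100% = DMSO alone without agonist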
M5 ag – human M5 muscarinic receptor agonists, primary screen, CHO-K1 cells, Fluo-8 calcium fluorescence | CHO-K1 hM5 cells; 0% DMSO wells, 100% maximal acetylcholine response | 360,000 compounds, 0.19% hits | activation, % at 3 µM;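 active = activation above the run's mean over test compounds plus 3 SD, cut at about 23% in these data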;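 note: signal is peak over basal fluorescence ratio across the kinetic read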
M1 PAM – human M1 muscarinic receptor positive allosteric modulators, primary screen, CHO-K1 cells, Fluo-8 calcium fluorescence, 1536-well. Muscarinic acetylcholine receptor M1 (Homo sapiens), P11229. CHO-K1 hM1, ACh EC20; 0% = ACh EC20, 100% = maximal ACh. activation, % at 3 µM. 360,000 compounds, 0.088% hits. AID 588819, 2011; in the data active = activation above about 19%, passing the limit was not always enough
* hit, by the source's call.

What do the screens show for `CCOC(=O)c1[nH]c(COC(=O)CCOc2ccccc2OC)c(C(=O)OCC)c1C`?
TAAR1 ag: 2; M5 antag: 2; M4 antag: -6; M4 ag: 0; CHRM5 PAM: -1; CHRM1 agonist: -6; M1 antag: 3; M5 ag: -2; M1 PAM: -2

How did N#Cc1ccc(S(=O)(=O)N2CCN(CC(=O)NCC3(N4CCOCC4)CCCCC3)CC2)cc1 do in these assays?
TAAR1 ag: -1; M5 antag: -1; M4 antag: 0; M4 ag: 1; CHRM5 PAM: -2; CHRM1 agonist: -8; M1 antag: -7; M5 ag: -1; M1 PAM: 3

What do the screens show for `N#C/C(=C/c1ccc(OCc2ccc(C(=O)O)cc2)c(Br)c1)c1cccc(F)c1`?
TAAR1 ag: 2; M5 antag: 6; M4 antag: -2; M4 ag: 19; CHRM5 PAM: -16; CHRM1 agonist: -3; M1 antag: 9; M5 ag: 0; M1 PAM: -10

How did Cc1ccc(C(=O)N2CCc3ccccc32)o1 do in these assays?
TAAR1 ag: 0; M5 antag: -11; M4 antag: -9; M4 ag: 0; CHRM5 PAM: 5; CHRM1 agonist: -11; M1 antag: -18; M5 ag: -6; M1 PAM: 4

What do the screens show for `COc1ccccc1NC(=S)NCC1CCCO1` (stereo unspecified)?
TAAR1 ag: 0; M5 antag: 6; M4 antag: 1; M4 ag: 1; CHRM5 PAM: -2; CHRM1 agonist: -3; M1 antag: 5; M5 ag: -2; M1 PAM: -2

What do the screens show for `COc1ccc(C(C(=O)NCc2ccc(F)cc2)N(Cc2cccnc2)C(=O)c2snc(C(N)=O)c2N)cc1` (stereo unspecified)?
TAAR1 ag: 8; M5 antag: -1; M4 antag: -14; M4 ag: 17; CHRM5 PAM: -3; CHRM1 agonist: -3; M1 antag: -6; M5 ag: 1; M1 PAM: 3

How did CCOc1ccc(NC2OCC(O)C(O)C2O)c([N+](=O)[O-])c1 (stereo unspecified) do in these assays?
TAAR1 ag: 14; M5 antag: 10; M4 antag: 3; M4 ag: 0; CHRM5 PAM: 3; CHRM1 agonist: -2; M1 antag: -3; M5 ag: 0; M1 PAM: 8

Results for COc1ccc(C(NC(=O)C2CCN(CCc3ccccc3)CC2)c2ccccn2)cc1 (stereo unspecified) ?
TAAR1 ag: 0; M5 antag: 1; M4 antag: -10; M4 ag: 1; CHRM5 PAM: -7; CHRM1 agonist: -7; M1 antag: -12; M5 ag: -3; M1 PAM: 8

How did CCC(=O)N1COC[C@@H]1Cc1ccccc1 do in these assays?
TAAR1 ag: 5; M5 antag: 4; M4 antag: 8; M4 ag: 0; CHRM5 PAM: -6; CHRM1 agonist: -2; M1 antag: 11; M5 ag: 1; M1 PAM: -7

How did O=c1cc(CSc2ccccn2)[nH]c(=O)[nH]1 do in these assays?
TAAR1 ag: 2; M5 antag: -2; M4 antag: -4; M4 ag: 0; CHRM5 PAM: -2; CHRM1 agonist: 0; M1 antag: -33; M5 ag: 0; M1 PAM: 7

What do the screens show for `O=CN1Cc2[nH]c3ccccc3c2N(c2ccc(Cl)cc2)C1=O`?
TAAR1 ag: 4; M5 antag: 4; M4 antag: 7; M4 ag: 0; CHRM5 PAM: 1; CHRM1 agonist: -3; M1 antag: 11; M5 ag: 2; M1 PAM: 2

How did CCCC(=O)N(Cc1cc(=O)[nH]c2ccccc12)c1ccc(C)cc1 do in these assays?
TAAR1 ag: -1; M5 antag: 4; M4 antag: 14; M4 ag: 3; CHRM5 PAM: -6; CHRM1 agonist: 1; M1 antag: 57*; M5 ag: -4; M1 PAM: -28

What do the screens show for `O=C(CCNC(=O)c1ccc([N+](=O)[O-])cc1)NCc1ccccc1`?
TAAR1 ag: 2; M5 antag: -5; M4 antag: 2; M4 ag: 1; CHRM5 PAM: -2; CHRM1 agonist: -4; M1 antag: -2; M5 ag: 2; M1 PAM: 2

What do the screens show for `O=[N+]([O-])c1ccc(S(=O)(=O)CC2CSc3nc4ccccc4n32)cc1` (stereo unspecified)?
TAAR1 ag: 1; M5 antag: 5; M4 antag: 8; M4 ag: 0; CHRM5 PAM: -6; CHRM1 agonist: 0; M1 antag: -4; M5 ag: 3; M1 PAM: 9

How did COc1cccc(C(=O)CC(=O)C(=O)Nc2cc(OC)ccc2OC)c1 do in these assays?
TAAR1 ag: 4; M5 antag: -2; M4 antag: -9; M4 ag: 2; CHRM5 PAM: 1; CHRM1 agonist: 0; M1 antag: -12; M5 ag: -1; M1 PAM: 10

How did CC1CC(C)CN(CC(=O)NC(c2ccccc2)c2ccccc2)C1 (stereo unspecified) do in these assays?
TAAR1 ag: 1; M5 antag: 3; M4 antag: -7; M4 ag: -3; CHRM5 PAM: 10; CHRM1 agonist: -6; M1 antag: -7; M5 ag: -7; M1 PAM: 6

Results for COc1ccc(-c2nc(CS(=O)CC(=O)NCCc3ccc(OC)c(OC)c3)c(C)o2)cc1 (stereo unspecified) ?
TAAR1 ag: -1; M5 antag: 9; M4 antag: -8; M4 ag: 2; CHRM5 PAM: -2; CHRM1 agonist: -2; M1 antag: -2; M5 ag: -4; M1 PAM: 12

Results for O=C(N/N=C/c1cccnc1)c1ccc(NC(=O)c2ccc(F)cc2)cc1 ?
TAAR1 ag: 0; M5 antag: 5; M4 antag: 4; M4 ag: -1; CHRM5 PAM: 0; CHRM1 agonist: -3; M1 antag: -1; M5 ag: -3; M1 PAM: 9

How did CCOC(=O)C1CCCN(C(=O)c2cc(-c3ccc(C)cc3)nc3ccccc23)C1 (stereo unspecified) do in these assays?
TAAR1 ag: 11; M5 antag: 20; M4 antag: 5; M4 ag: 14; CHRM5 PAM: -22; CHRM1 agonist: -4; M1 antag: 18; M5 ag: 1; M1 PAM: -4

How did COc1ccc([C@H]2CC(=O)C=C(c3cccc(C(C)C)c3)C2)cc1OC do in these assays?
TAAR1 ag: 5; M5 antag: 20; M4 antag: 23; M4 ag: 6; CHRM5 PAM: -31; CHRM1 agonist: -2; M1 antag: 20; M5 ag: -2; M1 PAM: -9

Results for O=C1Nc2cc(S(=O)(=O)N3CCCC3)ccc2N2CCCC12 (stereo unspecified) ?
TAAR1 ag: 10; M5 antag: -9; M4 antag: 5; M4 ag: 1; CHRM5 PAM: 1; CHRM1 agonist: -4; M1 antag: 1; M5 ag: 1; M1 PAM: -1

What do the screens show for `CNc1cncc(-c2ccc(NS(C)(=O)=O)cc2)n1`?
TAAR1 ag: 4; M5 antag: 4; M4 antag: 4; M4 ag: 1; CHRM5 PAM: -1; CHRM1 agonist: 0; M1 antag: -9; M5 ag: 2; M1 PAM: 9

Results for O=C(OCC(=O)N1CCCC1=O)c1cccc([N+](=O)[O-])c1 ?
TAAR1 ag: 0; M5 antag: 3; M4 antag: 4; M4 ag: 0; CHRM5 PAM: -1; CHRM1 agonist: -3; M1 antag: -12; M5 ag: -3; M1 PAM: 11

How did COc1ccc(C2C(C#N)=C(N)OC3=C2C(=O)CC(C)(C)C3)cc1Cn1nc(C)c([N+](=O)[O-])c1C (stereo unspecified) do in these assays?
TAAR1 ag: 2; M5 antag: 6; M4 antag: -2; M4 ag: 0; CHRM5 PAM: -9; CHRM1 agonist: -8; M1 antag: 5; M5 ag: -2; M1 PAM: -4

What do the screens show for `CC1(Cc2cccc(F)c2)C(=O)Nc2ccc(S(=O)(=O)NC3CCCCC3)cc21` (stereo unspecified)?
TAAR1 ag: 11; M5 antag: 10; M4 antag: 6; M4 ag: 2; CHRM5 PAM: -5; CHRM1 agonist: -4; M1 antag: -1; M5 ag: 1; M1 PAM: 5

What do the screens show for `C/C(Cl)=C\Cn1c(NCCCn2ccnc2)nc2c1c(=O)n(C)c(=O)n2C`?
TAAR1 ag: 2; M5 antag: 12; M4 antag: 4; M4 ag: 2; CHRM5 PAM: -10; CHRM1 agonist: -5; M1 antag: 5; M5 ag: -7; M1 PAM: -1

What do the screens show for `Cc1[nH]c2ccccc2c1C(=O)CSc1nc2ncc(Cl)cc2[nH]1`?
TAAR1 ag: 0; M5 antag: -9; M4 antag: 3; M4 ag: 1; CHRM5 PAM: 9; CHRM1 agonist: -4; M1 antag: 4; M5 ag: 3; M1 PAM: -1

How did CN(C)S(=O)(=O)c1cccc(NC(=O)c2ccc(S(=O)(=O)N3CCCCC3)cc2)c1 do in these assays?
TAAR1 ag: 7; M5 antag: -2; M4 antag: -14; M4 ag: 15; CHRM5 PAM: -15; CHRM1 agonist: -5; M1 antag: 27*; M5 ag: -3; M1 PAM: -27

Results for COc1ccc(NC(=O)C2=C(C)NC(=O)NC2c2cccc(OC)c2OC)c(OC)c1 (stereo unspecified) ?
TAAR1 ag: 7; M5 antag: 1; M4 antag: 18; M4 ag: 6; CHRM5 PAM: -8; CHRM1 agonist: -4; M1 antag: 1; M5 ag: 1; M1 PAM: -5

What do the screens show for `CCOC(=O)CN1C(=O)S/C(=C\c2ccc(-c3ccc(C(=O)O)c(Cl)c3)o2)C1=O`?
TAAR1 ag: 2; M5 antag: 5; M4 antag: -3; M4 ag: 0; CHRM5 PAM: 10; CHRM1 agonist: -1; M1 antag: -20; M5 ag: -1; M1 PAM: 16

What do the screens show for `CCOc1ccc(C(CCc2ccccc2)NC(=O)c2ccccc2F)cc1OCC` (stereo unspecified)?
TAAR1 ag: 8; M5 antag: 7; M4 antag: -4; M4 ag: -2; CHRM5 PAM: -3; CHRM1 agonist: -5; M1 antag: -1; M5 ag: -3; M1 PAM: -1

How did CCOC(=O)/C(=C\c1ccccc1)NC(=O)c1ccccc1 do in these assays?
TAAR1 ag: 1; M5 antag: -19; M4 antag: -6; M4 ag: 2; CHRM5 PAM: 19*; CHRM1 agonist: 1; M1 antag: -23; M5 ag: 4; M1 PAM: 16

How did Cc1c(C)c2ccc(OC3CCCCC3=O)cc2oc1=O (stereo unspecified) do in these assays?
TAAR1 ag: 4; M5 antag: -2; M4 antag: 2; M4 ag: 1; CHRM5 PAM: -2; CHRM1 agonist: -1; M1 antag: -14; M5 ag: -5; M1 PAM: 13

Retrieved by compound from the list above, 2 records:
What do the screens show for `Cc1[nH]c2ccccc2c1C(=O)CSc1nc2ncc(Cl)cc2[nH]1`?
TAAR1 ag: 0; M5 antag: -9; M4 antag: 3; M4 ag: 1; CHRM5 PAM: 9; CHRM1 agonist: -4; M1 antag: 4; M5 ag: 3; M1 PAM: -1

Results for O=C(OCC(=O)N1CCCC1=O)c1cccc([N+](=O)[O-])c1 ?
TAAR1 ag: 0; M5 antag: 3; M4 antag: 4; M4 ag: 0; CHRM5 PAM: -1; CHRM1 agonist: -3; M1 antag: -12; M5 ag: -3; M1 PAM: 11

Screening data from PubChem.

Some of the compounds tested; rates above refer to the full screens.
